BAP1 inh: inhibitors of BAP1 deubiquitinase, primary screen, biochemical, Ub-AMC fluorescence, kinetic. Ubiquitin carboxyl-terminal hydrolase BAP1 (Homo sapiens), Q92560. recombinant BAP1, Ub-AMC hydrolysis fluorescence kinetic; active compounds read low. activity remaining (% of control), % at 20 µM. actives 0.48% (n = 72,000). AID 436, 2006;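 active = activity remaining at or below 50% of control, provided the compound also passes the data quality filters; inactive = the rest, including low values that fail the filters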;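 note: 100% = DMSO wells rate and 0% = substrate alone blank rate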
Target sequence (Q92560 whole entry, looked up): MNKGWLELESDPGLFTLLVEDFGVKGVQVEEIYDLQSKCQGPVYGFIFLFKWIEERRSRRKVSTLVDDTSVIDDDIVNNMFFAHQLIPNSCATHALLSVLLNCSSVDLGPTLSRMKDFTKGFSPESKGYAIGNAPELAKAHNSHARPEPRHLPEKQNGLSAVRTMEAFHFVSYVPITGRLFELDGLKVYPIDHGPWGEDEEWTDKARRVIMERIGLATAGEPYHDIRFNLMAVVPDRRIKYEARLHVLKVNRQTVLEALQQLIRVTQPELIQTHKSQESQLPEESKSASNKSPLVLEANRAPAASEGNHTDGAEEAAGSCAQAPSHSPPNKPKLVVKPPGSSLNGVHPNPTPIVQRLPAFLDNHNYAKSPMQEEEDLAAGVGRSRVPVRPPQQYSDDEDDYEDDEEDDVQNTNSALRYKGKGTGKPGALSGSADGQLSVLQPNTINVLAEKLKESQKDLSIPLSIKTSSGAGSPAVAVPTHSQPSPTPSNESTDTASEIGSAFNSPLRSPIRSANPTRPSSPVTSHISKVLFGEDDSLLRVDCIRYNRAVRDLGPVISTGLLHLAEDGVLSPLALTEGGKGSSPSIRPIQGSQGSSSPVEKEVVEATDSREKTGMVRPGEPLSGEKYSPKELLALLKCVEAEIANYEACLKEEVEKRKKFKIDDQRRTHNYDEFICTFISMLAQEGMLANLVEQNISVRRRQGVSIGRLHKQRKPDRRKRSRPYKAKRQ
HePTP inhibitor: inhibitors of human HePTP phosphatase, primary screen, biochemical, absorbance, leukemia target; recombinant HePTP phosphatase activity, OD absorbance; inhibition, % at 20 µM; actives 0.64% (n = 110,000); AID 521, 2006; in the data active = inhibition above about 50%;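 note: plate controls were vehicle for no effect and reference inhibitor for full effect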
Target sequence (P35236 whole entry, looked up): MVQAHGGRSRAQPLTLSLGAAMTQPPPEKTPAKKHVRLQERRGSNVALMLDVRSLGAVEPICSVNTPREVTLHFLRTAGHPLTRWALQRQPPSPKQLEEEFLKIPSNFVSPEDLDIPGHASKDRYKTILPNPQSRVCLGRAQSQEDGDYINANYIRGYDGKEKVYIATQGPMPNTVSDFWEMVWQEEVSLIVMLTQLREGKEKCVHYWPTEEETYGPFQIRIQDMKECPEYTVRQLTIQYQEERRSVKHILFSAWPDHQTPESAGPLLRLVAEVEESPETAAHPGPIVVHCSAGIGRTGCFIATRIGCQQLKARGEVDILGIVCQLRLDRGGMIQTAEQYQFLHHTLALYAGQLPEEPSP
* marks the source's active call; other numbers are inactive results; · = not tested or not shown; & = joins results of further samples.

compound | BAP1 inh | HePTP inhibitor
CCOC(=O)N1CCN(CC(=O)Nc2cc3c(cc2C(C)=O)OCO3)CC1 | 87 | 6
Cc1cc(NC2CCCCC2)nc2ccccc12 | · | -13
Cc1cc(C)n(C/C=C/Cn2nc(C)cc2C)n1 | 92 | 2
O=C(NCCCc1ccccc1)c1ccc(Br)o1 | 121 | 6
CN(C1=NC(=O)C(CC(=O)Nc2ccc(Br)cc2)S1)c1ccc(O)cc1 (centres undefined) | 69 | 5
CCOC(=O)c1[nH]c2ccc(OC)cc2c1NC(=O)c1ccc2c(c1)OCO2 | · | 7
CCCOC(=O)c1c(NC(=O)/C=C/C(=O)O)sc2c1CCCC2 | · | 8
Cc1ccc(C2N(Cc3ccccc3)CCN2Cc2ccccc2)s1 | · | -1
CCC(C)(C)NC(=O)CN(C(=O)CNS(=O)(=O)c1ccccc1)c1ccccc1 | 93 | 9
COc1ccc(OC)c(C(=O)c2ccc(C(=O)N3CCCCC3)cc2)c1 | 108 | 9
Cc1oc(-c2ccc(Cl)cc2)nc1CS(=O)CC(=O)NCCCN(C)C1CCCCC1 (centres undefined) | 120 | 6
O=C(NC1CCCCCCC1)c1cnccn1 | 103 | 2&-3
O=C1N/C(=N/N=C\c2ccc(-c3ccc(Cl)cc3)o2)SC1Cc1ccccc1 (centres undefined) | · | -13
O=C(/C=C/c1ccccc1)N1CCN(c2ccccn2)CC1 | · | 0
O=C1CS/C(=N/N=C/c2ccccc2OCc2ccc(Cl)cc2Cl)N1 | · | -10
Cc1cnc(NC(=O)CN2C(=O)C3CC=CCC3C2=O)s1 (centres undefined) | 91 | -10
COC(=O)CNc1nc(OC)nc(N(C)C)n1 | 133 | -8
Cc1nn(C)cc1CNC(=O)c1cc2n(n1)C(C(F)(F)F)CC(c1cccs1)N2 (centres undefined) | 102 | 4
CCCc1cc(=O)oc2cc(OCc3ccc(Cl)cc3)ccc12 | · | -6
CCOC(=O)c1nc2nc(-c3ccccc3)cc(C(F)(F)F)n2n1 | · | -7
COc1ccc2c(c1)c(CCN1C(=O)c3ccccc3C1=O)cn2C(=O)c1ccco1 | 133 | -4
CC1=C(C(=O)Nc2ccccc2)C(c2ccc(C)o2)N2C(=O)CSC2=N1 (centres undefined) | 95 | -2&-12
Cc1nc(NC(=O)c2ccc(Br)s2)sc1C(=O)N(C)C | 91 | 9
O=C(NC(Cc1ccccc1)C(=O)O)c1ccc(S(=O)(=O)N2CCOCC2)cc1 (centres undefined) | 151 | 11
CCOC(=O)c1ccc(NC(=S)NC(NC(=O)c2ccccc2Br)C(Cl)(Cl)Cl)cc1 (centres undefined) | · | 0
CC1=C(C(=O)OCc2ccc3c(c2)OCO3)C(c2ccc(O)c([N+](=O)[O-])c2)NC(=O)N1 (centres undefined) | · | -5
O=C(NCc1cccnc1)c1noc2c1CCCC2 | 107 | 3
COCCCNC(=O)Cn1nnc(-c2ccc(NC(=O)c3ccc(F)cc3)cc2)n1 | · | 1
Cc1nc2cc(S(=O)(=O)C(F)(F)F)ccc2s1 | 109 | 9
COc1ccc(OC)c(N(CC(=O)Nc2ccc3ccccc3c2)S(C)(=O)=O)c1 | · | -12
CCOC(=O)C(=CNc1ccc(C(N)=O)cc1)C(=O)OCC | · | 2
CC(C)(C)N1C(=O)NC(=O)C(=Cc2cccs2)C1=O | · | 4
COc1ccc(-c2cc(C(=O)Nc3cccc(C)c3)c3ccccc3n2)cc1 | · | 5
O=c1c2ccccc2c(=O)c2c1c(O)cc1oc3ccccc3[nH]c12 | 82 | ·
CCCc1nc(SCC(N)=O)[nH]c(=O)c1CC | 116 | 3
Cc1ccc(N2C(=O)NC(=O)/C(=C\c3ccc(OCc4cccc(C(=O)O)c4)cc3)C2=O)cc1 | · | 7
COc1ccc(OC)c(NC(=O)CSc2nnc(N)s2)c1 | 87 | -6
N#CCCN(CCC#N)S(=O)(=O)c1ccccc1 | 62 | ·
O=C(O)c1ccccc1C(=O)OCCCC(F)(F)C(F)(F)F | · | -10
CCOC(=O)CC(NC(=O)c1nc[nH]c1[N+](=O)[O-])C(=O)OCC (centres undefined) | · | -8
CCOC(=O)C1=C(NC#N)OC(C)=C(C)C1c1ccc(O)cc1 (centres undefined) | 88 | -8
O=C(CCNc1cccc(C(F)(F)F)c1)c1cccc([N+](=O)[O-])c1 | · | -1
CCS(=O)(=O)Nc1ccc(I)cc1 | 80 | ·
O=C(COc1ccc(Cl)cc1Cl)Nc1ccc(-c2nc3ccccc3s2)c(O)c1 | · | -2
CC(C)(C)c1ccc(/C=C2\NC(=S)NC2=O)cc1 | · | -1
C/C(=N\N=C1/NC(=O)C(C)S1)c1ccc(Br)cc1 (centres undefined) | · | -4
O=C(Nc1ccc(Cl)c(Cl)c1)c1cccc2ccccc12 | · | -5
COC(=O)c1c(N)sc(C(=O)N2CCOCC2)c1C | 68 | -3

Entries above that contain a cyano group:
compound | BAP1 inh | HePTP inhibitor
N#CCCN(CCC#N)S(=O)(=O)c1ccccc1 | 62 | ·
CCOC(=O)C1=C(NC#N)OC(C)=C(C)C1c1ccc(O)cc1 (centres undefined) | 88 | -8

The results go on.
compound | BAP1 inh | HePTP inhibitor
Cc1ccc(-n2ncnc2-c2cccc(Br)c2)cc1Cl | · | -4
Cc1ccc(-c2nc(C)sc2CC(=O)NCc2ccco2)cc1 | 113 | 8
COc1cc(OC)cc(C(=O)Nc2nc3ccc4ccccc4c3s2)c1 | · | -12
CCOc1ccc(N2C(=O)/C(=C/c3cc(Br)c(O)c(OC)c3)C(=O)NC2=S)cc1 | · | -1
CCN(CC)S(=O)(=O)c1ccc(C(C)(C)C)cc1 | · | 5
c1ccc(C2Nc3ccccc3-c3nc4ccccc4n32)nc1 (centres undefined) | 112 | 14
CCC(C)NC(=O)c1cc(CC(C)C)on1 (centres undefined) | 85 | 0
COc1ccc2[nH]c(I)c(CCNC(C)=O)c2c1 | 92 | ·
CCn1ncc(C2=NOC(C(=O)Nc3ccc4c(c3)OCO4)C2)c1C (centres undefined) | 108 | 0
CCOC(=O)N1CCC2(CC1)C(C#N)=C(N)Oc1c2sc2nc(C)cc(C)c12 | 103 | 2
Cc1cccc2c(C(=O)O)cc(C(=O)O)nc12 | · | 5
Cc1ccc(OCC(=O)N2CCC(Cc3ccccc3)CC2)c(Br)c1 | · | 0

2 compounds drawn at random from the list so far:
compound | BAP1 inh | HePTP inhibitor
Cc1cccc2c(C(=O)O)cc(C(=O)O)nc12 | · | 5
c1ccc(C2Nc3ccccc3-c3nc4ccccc4n32)nc1 (centres undefined) | 112 | 14

Remaining list, next part.
compound | BAP1 inh | HePTP inhibitor
O=C1CCSc2cccc3cccc(c23)N1 | 97 | 5
Cc1onc(-c2ccccc2Cl)c1C(=O)NC1CCCCCC1 | · | -11
Cc1oc2nc(SCC(=O)NC3CCCCC3)nc(N)c2c1C | 100 | ·
COCCOC(=O)c1c(C)oc2ccc(OC(=O)c3ccc(Cl)cc3)cc12 | · | -12
Cc1ccc(-c2nn(C)c(=O)c3ccccc23)cc1CNC(=O)c1ccco1 | · | 3
CCC(=O)O[C@@H]1CC(=O)O[C@H](C)CC=CC=C[C@@H](O)[C@H](C)C[C@H](CC=O)[C@H](O[C@H]2O[C@H](C)[C@@H](O[C@H]3C[C@@](C)(O)[C@@H](OC(=O)CC)[C@H](C)O3)[C@H](N(C)C)[C@H]2O)[C@H]1OC | 146 | 8
CCOC(=O)C1=C(O)/C(=C/N(C)C)SC1=Nc1ccccc1 | · | 4
C=CCN(CC=C)S(=O)(=O)c1ccc(C(=O)Nc2nc3c(s2)CCC3)cc1 | 110 | ·
Cc1ccc(-c2nc(N)n(C(=O)Cc3ccccc3)n2)cc1 | 80 | 8
O=C(O)CN1C(=O)CCS(=O)c2ccccc21 (centres undefined) | 98 | 4
CC(=O)NN1C(=O)/C(=C/c2ccc(Br)o2)SC1=S | · | -13
CN(CCc1ccccn1)c1ncnc2[nH]ncc12 | 99 | -3
O=C(CC1CCCCC1)NCc1ccccc1 | · | 4
O=C1c2ccc([N+](=O)[O-])cc2C(=O)N1CCc1nc2ccccc2c(=O)o1 | 64 | ·
Cc1ccccc1OCC(=O)O/N=C(\N)Cc1ccc(Cl)cc1 | · | 8
O=C(COc1ccc(Cl)cc1)Nc1ccc2c(c1)Cc1ccccc1-2 | · | 5
CC(C)(C)OC(=O)NCC(=O)NCC(=O)OCc1ccccc1 | 91 | -5
Cc1cccc(C2C3(OC(c4ccc(Br)cc4)C24C(=O)c2ccccc2C4=O)C(=O)c2ccccc2C3=O)c1 (centres undefined) | · | -17
COc1ccccc1-n1c(=O)[nH]c2c(C(N)=O)nc(-c3cccnc3)nc21 | 52 | 10
Cc1ccc(C(=O)c2coc3ccc(O)c(CN4CCN(C)CC4)c23)cc1 | 108 | 1
O=C(COc1ccc(Cl)cc1Br)NNC(=O)c1ccncc1 | · | 5
O=C(N/C(=C/c1cccs1)C(=O)N1CCCCC1)c1ccccc1 | · | -1
O=C1CSC(c2ccccc2)N1CCN1CCCCC1 (centres undefined) | · | 6
COc1ccc(NC(=O)c2cc3ccccn3n2)cc1 | 97 | 2
Cc1ccc(C(=O)Nc2ccccc2C(=O)NCc2ccco2)cc1 | · | -1
CC(=O)NC1(C(F)(F)F)C(=O)NC(C)=C1C#N (centres undefined) | 95 | 1
NS(=O)(=O)c1ccc(CNC(=O)c2ccco2)cc1 | · | 0
Nc1nonc1-c1nc2ccccc2[nH]1 | 80 | 1&1
Cc1cc(C)n(CC(=O)n2c3c(c4ccccc42)CCCC3)n1 | 125 | 4
CCCS(=O)(=O)N1CCCC(C(=O)N2CCC(Cc3ccccc3)CC2)C1 (centres undefined) | 100 | -13
COc1ccc2c(Cl)c(-c3nnc(SCC(N)=O)n3C)sc2c1 | 96 | -1
Cc1ccc(S(=O)(=O)NC(CC(=O)O)c2ccco2)cc1 (centres undefined) | 112 | 4
O=C(Nc1ccccc1C(=O)Nc1ccccc1)c1ccc(C(=O)Nc2ccccc2C(=O)Nc2ccccc2)cc1 | · | 0
COc1cccc(-n2c(CCN3C(=O)c4ccccc4C3=O)nc3ccccc3c2=O)c1 | · | -11
N#Cc1nc(-c2ccco2)oc1NCCN1CCOCC1 | · | -7
COc1ccc(S(=O)(=O)CCC(=O)N2CC(=O)N(CCc3ccccc3)C(=O)C2)cc1 | 83 | 7
CCOc1cc(C=C2C(=O)N(C)C(=O)N(C)C2=O)ccc1OCCOc1ccc([N+](=O)[O-])cc1 | · | -2
CC(C)(C)c1ccc(C(=O)Nc2nnc(Cc3ccc(F)cc3)s2)cc1 | 75 | ·
COc1ccc(C(c2sc3ncnn3c2O)N2CC(C)OC(C)C2)cc1OC (centres undefined) | 96 | -9
Cn1c(=O)c2c(nc(Br)n2CCc2ccccc2)n(C)c1=O | 88 | 7
COc1ccc(OCC(=O)Nc2ccc3c(c2)OCCO3)cc1 | · | 6
COC(=O)C1=C(C)N=c2s/c(=C\c3ccc(O)cc3)c(=O)n2C1c1ccccc1 (centres undefined) | · | 0
COc1ccc(NS(=O)(=O)c2ccccc2[N+](=O)[O-])cc1Cl | · | 1
CCC(=O)N1CCN(C(C)=O)C1c1ccccc1 (centres undefined) | 94 | 4
COCCOC(=O)C1=C(N)OC2=C(C(=O)CC(C)(C)C2)C1c1cccnc1 (centres undefined) | 95&105 | 6
CCOC(=O)c1c(C)n(C)c2ccc(OCC(O)CN3CCN(C)CC3)cc12 (centres undefined) | 90 | 4
COc1ccc(Cl)cc1NCN1C(=O)S/C(=C/c2ccccc2)C1=O | · | -11
CCC(C)N(C(=O)c1csnn1)C(C(=O)NCc1ccc(F)cc1)c1ccco1 (centres undefined) | 92 | -2

Copied from the list:
BAP1 inh result of `CCC(=O)N1CCN(C(C)=O)C1c1ccccc1` (centres undefined) → 94
BAP1 inh result of `CCOC(=O)c1c(C)n(C)c2ccc(OCC(O)CN3CCN(C)CC3)cc12` (centres undefined) → 90
BAP1 inh result of `CCC(C)N(C(=O)c1csnn1)C(C(=O)NCc1ccc(F)cc1)c1ccco1` (centres undefined) → 92

Full records as entered above:
`Cn1c(=O)c2c(nc(Br)n2CCc2ccccc2)n(C)c1=O` as listed: BAP1 inh: 88; HePTP inhibitor: 7
`COCCOC(=O)C1=C(N)OC2=C(C(=O)CC(C)(C)C2)C1c1cccnc1` (centres undefined) as listed: BAP1 inh: 95&105; HePTP inhibitor: 6

The listing continues:
compound | BAP1 inh | HePTP inhibitor
O=C(NO)C1CC2C=CC1C2 (centres undefined) | 118 | 2
C[N+]1=C2C=CC=CC=C2SC12C([N+](=O)[O-])=CC(=[N+]([O-])[O-])c1cccnc12 (centres undefined) | · | 9
CCCCOC(=O)c1ccc(NCCC(=O)c2cccc([N+](=O)[O-])c2)cc1 | · | -11
Cc1ccc(N(C(=O)Cn2nnc(-c3ccc(C)o3)n2)C(C(=O)NC2CCCC2)c2ccco2)cc1 (centres undefined) | 79 | 7
[N-]=[N+]=CC(=O)CNC(=O)[C@@H](Cc1ccccc1)N1C(=O)c2ccccc2C1=O | 101 | 1
CC1=NC(C)Cc2ccccc21 (centres undefined) | 96 | -3
O=c1oc2ccccc2cc1-c1nc(-c2ccc(Cl)c(Cl)c2)cs1 | · | -2
Cc1cc(N2CCN(c3ccccn3)CC2)n2c(nc3ccccc32)c1C#N | 117 | -9
Cc1ccc(COc2ccc(C=C3C(=O)NC(=O)NC3=O)cc2Br)cc1 | · | 4
O=C(COc1ccc(Br)cc1)NNC(=O)c1ccccc1 | · | 1

Compound activity from PubChem BioAssay.
